# Source: PubChem
# ALOX15B inhib = qHTS Assay for Inhibitors of 15-hLO-2 (15-human lipoxygenase 2); AID 881, 2007; Potency, µM (titrated, usually from 57.1 µM), for inactives: at the highest dose activity change, negative = inhibition, hits mostly inhibitors; Polyunsaturated fatty acid lipoxygenase ALOX15B (Homo sapiens), O15296; 110,000 compounds, 0.56% hits; purified 15hLO-2, xylenol orange hydroperoxide absorbance; note: potency is the fitted concentration of half-maximal effect; nearly all actives have a fitted effect of over 60% in size; many of its hits are not listed in these tables
#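 Enzyme 50 nM, AA 45 uM, 25 mM Hepes pH 7.5 + 0.01% Triton X-100; cpd preinc 15 min RT, rxn 90 min RT; stop/detect with 200 uM XO + 300 uM Fe(II) in 50 mM H2SO4, 30 min; A573/A405.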
# PNC assembly inh = High Content Assay for Compounds that inhibit the Assembly of the Perinucleolar Compartment. PC3M PTB-GFP, PNC prevalence imaging, 16 h; stronger effect = lower value. activity change (PNC), negative = inhibition, % at 10 µM. 140,000 compounds, 3.1% hits. AID 2417, 2010;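 active = readout at or below -70, meaning at least 70% loss of cells showing the perinucleolar compartment, a nuclear body marking cancer cells; inconclusive = readout between -30 and a set limit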;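 note: plate controls were DMSO wells for no effect and camptothecin positive control wells for full effect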
#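 Read-out is percentage of cells bearing a perinucleolar compartment, from automated 20x imaging of fixed, Hoechst-stained PC3M PTB-GFP cells. Cells were seeded 4 h, then exposed 16 h to compound (23 nl of library stock) in duplicate plates.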
# ALOX12 inhib = qHTS Assay for Inhibitors of 12-hLO (12-human lipoxygenase) | Polyunsaturated fatty acid lipoxygenase ALOX12 (Homo sapiens), P18054 | purified 12-hLO, xylenol orange hydroperoxide absorbance | Potency, µM (series often up to 57.1 µM), without a hit: top-dose activity change, negative = inhibition, actives largely listed as inhibitors | 150,000 compounds, 0.12% hits | AID 1452, 2008; note: potency is the fitted concentration of half-maximal effect; nearly all actives have a fitted effect of over 55% in size; many of its hits are not listed in these tables
# Target sequence (P18054 whole entry, looked up): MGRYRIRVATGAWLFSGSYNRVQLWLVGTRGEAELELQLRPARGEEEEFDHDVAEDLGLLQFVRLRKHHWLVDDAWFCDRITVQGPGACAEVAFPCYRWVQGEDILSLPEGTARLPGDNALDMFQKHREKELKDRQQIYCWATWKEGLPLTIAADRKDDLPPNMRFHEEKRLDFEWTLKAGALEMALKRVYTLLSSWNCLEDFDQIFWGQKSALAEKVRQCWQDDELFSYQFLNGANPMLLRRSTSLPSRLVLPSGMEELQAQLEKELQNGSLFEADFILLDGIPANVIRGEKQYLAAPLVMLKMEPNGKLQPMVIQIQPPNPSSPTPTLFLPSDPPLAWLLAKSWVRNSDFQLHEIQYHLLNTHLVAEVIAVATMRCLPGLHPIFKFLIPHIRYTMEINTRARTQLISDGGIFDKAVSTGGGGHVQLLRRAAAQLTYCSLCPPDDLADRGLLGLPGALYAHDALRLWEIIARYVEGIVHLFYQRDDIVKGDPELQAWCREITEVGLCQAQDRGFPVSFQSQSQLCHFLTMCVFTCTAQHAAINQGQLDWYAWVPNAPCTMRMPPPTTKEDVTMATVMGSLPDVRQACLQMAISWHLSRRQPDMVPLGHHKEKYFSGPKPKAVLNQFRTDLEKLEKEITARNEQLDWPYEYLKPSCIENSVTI
#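 Hydroperoxide output read as Fe(III)-xylenol orange absorbance, 573-to-405 nm ratio, after 30 min reaction with 40 uM arachidonic acid. Enzyme: 150 nM purified human 12hLO, 15 min compound preincubation; 25 mM Hepes pH 7.0, room temperature.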
# IMPase inh = qHTS Assay for Identifying the Cell-Membrane Permeable IMPase Inhibitors | CHO-M1 cells, IP1 accumulation, HTRF TR-FRET ratio | inhibition (IP1 accumulation), % at 46.1 µM | 120,000 tested, under 10 active; active = well fitted curve in the direction sought with a large enough effect in the signal ratio, not every such curve was filed as active; inconclusive = small, poorly fitted or top-dose-only effect, or a change in a side signal; inactive = no such curve, though single readings can be large or run the other way; the % refers to the signal ratio;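 note: cells stimulated with carbachol in lithium chloride buffer; plate controls were DMSO basal wells for no effect and reference inhibitor wells for full effect; higher means more IMPase inhibition seen as more IP1 and lower FRET ratio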
# Target sequence (P97697 whole entry, looked up): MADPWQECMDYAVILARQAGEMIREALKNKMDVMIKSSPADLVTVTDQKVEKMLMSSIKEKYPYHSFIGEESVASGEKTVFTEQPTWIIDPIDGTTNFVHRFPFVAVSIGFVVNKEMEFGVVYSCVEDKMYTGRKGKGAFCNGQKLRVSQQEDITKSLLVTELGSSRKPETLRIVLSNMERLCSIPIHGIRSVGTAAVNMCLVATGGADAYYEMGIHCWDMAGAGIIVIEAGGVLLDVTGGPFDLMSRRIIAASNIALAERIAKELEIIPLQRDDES
#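 Measured: the HTRF emission ratio (665/620 nm) plus the 620 nm donor channel, each fitted to the Hill equation to give AC50. Cells were CHO-M1 given compounds up to 46 uM and a 30 min carbachol stimulation at 37C.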
# The depositor's hits bear a star; ? = inconclusive; nt = not tested or not shown; [ ] = dose if it differs, or a comment. Unless noted, calls come from the whole dose curve; as a rule, active = well fitted curve in the direction sought with a large enough effect; inconclusive = small, poorly fitted or top-dose-only effect, or another doubt; inactive = no such curve, though single readings can be large; an effect the other way counts as inactive or inconclusive. Unless noted, % is set by controls: 0 for no effect and ±100 for the full control effect.
SMILES,ALOX15B inhib,PNC assembly inh,ALOX12 inhib,IMPase inh
COC(=O)c1cccc(NC(=O)CCCOc2cccc(C)c2)c1,-2%,-5,-1%,9
Cc1ccc(S(=O)(=O)N2CCC(C(=O)N3Cc4ccccc4C3)CC2)cc1,-3%,-22,-15%,-4
CCCc1nc2oc(C(=O)OCC)c(N)c2c2c1COC(C)(C)C2,-3%,?,0%,-17
CCC1C(=O)N(C)CCc2ccccc21 (stereo not given),nt,26,0%,nt
CC(C)c1ccccc1NC(=O)COC(=O)c1c2c(nc3ccccc13)CCN(Cc1ccccc1)C2,nt,7,-4%,nt
O=C(Nc1ccccc1-c1nc2ccccc2s1)C1=COCCO1,nt,-24,8%,nt
O=C(/C(=C(\[O-])c1ccccc1)[n+]1ccc2ccccc2c1)c1ccc(Cl)cc1,nt,-19,0%,nt
Cc1cccc(CS(=O)(=O)Cc2ccc(C(=O)NCCCN3CCCC3)o2)c1,9%,1,6%,7
Cc1cc(-n2c(C)cc(C(=O)CN3C(=O)NC4(CCCC4)C3=O)c2C)no1,0%,-117*,0%,11
C[C@@H]1C(=O)O[C@@H]2[C@H](O)C34[C@H]5C[C@@H](C(C)(C)C)C36[C@H](OC(=O)[C@@H]6O)OC4(C(=O)O5)[C@@]12O (stereo not given in full),nt,24,-1%,nt
Cc1c(NC(=O)COC(=O)c2cc3c4ccccc4n(C)c3s2)c(=O)n(-c2ccccc2)n1C,?,-28,-12%,-10
CCC(=O)N1CCc2cc(Br)cc(S(=O)(=O)NCC3CCCN3CC)c21 (stereo not given),3%,?,2%,25
CCCCc1nc2ccccc2c(=O)n1NC(=O)c1c(O)c2cccc3c2n(c1=O)CC3,-1%,6,-7%,0
N#Cc1ccccc1NC(=O)c1ccc2c(Cl)c3c(nc2c1)CCCC3,nt,?,9%,-4
O=C(NCCCn1ccnc1)c1cc(S(=O)(=O)N2CCOCC2)c(Cl)cc1Cl,22%,-22,4%,3
Cc1cccc(S(=O)(=O)CC(=O)Nc2nc(-c3ccccc3)cs2)c1,-2%,15,-3%,3
O=C(NC(=S)NCCc1ccccc1)c1ccccc1,13µM*,?,18µM*,8
CCOc1ccc(N2CC(C(=O)Nc3ncccc3C)CC2=O)cc1 (stereo not given),1%,?,-3%,10
O=S(=O)(c1cccc(-c2nc3ccccc3s2)c1)N1CCOCC1,7%,60,6%,-4
CC(C)N(C(=O)CSc1nnc(NC(=O)C2CCC2)s1)C(C)C,-6%,-102*,7%,-4
COc1ccc(-c2ccc(-c3nnc(-c4cc(OC)ccc4OC)o3)cc2)cc1,-6%,2,-3%,1
Cc1ccc(SCc2cc(=O)[nH]c(Nc3nc(C)c4ccccc4n3)n2)cc1,nt,?,-2%,nt
O=C(NCc1cn2ccccc2n1)c1ccc2c(c1)OCO2,8%,1,2%,3
COc1cc(C=O)c(Br)cc1OCc1ccc(C)cc1,-8%,-16,-5%,-13
N#Cc1c2c(c(-n3cnc4ccccc43)n3c1nc1ccccc13)CCC2,0%,-25,1%,-3
CCC(=O)Nc1ccc(S(=O)(=O)N2CCOCC2)cc1,0%,-80*,3%,-7
COc1cc(/C=N/NC(=O)c2c(-c3ccccc3)noc2C)ccc1O,-3%,0,-9%,18
Nc1cccc(Cl)c1N1CCOCC1,-15%,71,1%,6
COc1ccc(Oc2ncc3nc(-c4cccs4)c(=O)n(-c4ccccc4)c3n2)cc1,0%,nt,-2%,nt
Cc1ccc2nc(-c3ccco3)c(Nc3ccccc3)n2c1,nt,48,-1%,11
O=C(O)CCCCCNC(=O)c1ccccc1,1%,-15,-2%,5
Cc1cccc(C(=O)NC(=S)NCc2cccnc2)c1,nt,30,-2%,nt
O=C(NCc1cccs1)c1ccc(CS(=O)(=O)c2ccc(Cl)cc2)o1,3%,?,-8%,-8
COc1ccc(C)cc1S(=O)(=O)Nc1ccc(F)c(Cl)c1,nt,?,8%,-12
Cn1c(=O)[nH]c(=O)c2c1nc(N1CCN(Cc3ccccc3)CC1)n2CCCc1ccccc1,-8%,-30,-1%,-4
O=S(=O)(c1cccc(-c2nnc(SCc3nc4ccccc4s3)o2)c1)N1CCOCC1,0%,6,0%,9
O=C(CN(CC1CCCO1)C(=O)CNS(=O)(=O)c1ccccc1)NCc1ccccc1 (stereo not given),3%,58,0%,1
COc1cccc(-n2c(COc3ccc(C)cc3)nnc2SCC(=O)O)c1,-13%,51,4%,-3
Nc1nc(SCC(=O)N2CCCc3ccccc32)n(-c2ccccc2)n1,1%,3,-5%,3
CCOC(=O)C1=C(C)NC(C)=C(C(=O)OCC)C1C(=O)OCC(=O)N1CCC(C)CC1,0%,19,2%,9
COc1ccccc1-c1cncnc1NCCc1cnc[nH]1,46%[activator],nt,7%,nt
O=C(O)c1cccc(C(=O)Nc2cccc(NC(=O)C3CCCO3)c2)c1 (stereo not given),-1%,38,-5%,14
O=C(CC1(O)C(=O)Nc2cc(Cl)cc(Cl)c21)c1ccncc1 (stereo not given),nt,-20,-4%,7
CCOc1ccccc1N=c1oc2cc(O)ccc2cc1C(=O)NCC1CCCO1 (stereo not given),-26%,?,?,13
CC12C=CC3(O1)C(C(=O)N(c1cccnc1)C3C(=O)NC1CCCCC1)C2C(=O)Nc1ccccc1 (stereo not given),3%,?,-1%,-3
CCOc1ccc(S(=O)(=O)NC(C)(C)C)cc1-c1nc2c(C(C)(C)C)nn(C)c2c(=O)[nH]1,-8%,11,-8%,15
CC(Cc1cccs1)NC(=O)NC1CCCCC1 (stereo not given),-6%,?,-1%,-2
CCN(C(=O)COc1ncnc2scc(-c3ccc(F)cc3)c12)C1CCS(=O)(=O)C1 (stereo not given),1%,?,-1%,14
CCNC(=O)[C@@H]1O[C@@H](n2cnc3c(N)nc(NCCc4ccc(CCC(=O)O)cc4)nc32)[C@H](O)[C@@H]1O,-5%,nt,-3%,-3
CC(C)(Cc1nc2ccccc2[nH]1)C(=O)O,-2%,35,2%,-8

# Next part.
SMILES,ALOX15B inhib,PNC assembly inh,ALOX12 inhib,IMPase inh
CCc1ncc(C(=O)c2ccc(OC)cc2)n1C,3%,0,-6%,7
CC(/C=C/c1ccccc1)=N/NC(=O)C(O)c1ccccc1 (stereo not given),nt,0,1%,nt
COCCNCCOc1ccccc1-c1ccccc1,19%,43,3%,8
CC(=O)N1CCC2(CC1)CN(Cc1cc(C(F)(F)F)cc(C(F)(F)F)c1)C2,19%,nt,4%,nt
O=C(CNc1ccc2ccccc2c1)N/N=C/c1ccc(OC(=O)/C=C/c2ccco2)cc1,nt,?,0%,10
NC(=O)/C(=N\O)c1ccccc1,-3%,27,2%,-10
Cc1onc(-c2ccccc2Cl)c1C(=O)N1C=CC(C(F)(F)F)=NCC1,3%,?,5%,15
O=C(c1ccco1)N1CCN(c2ncnc3c2cnn3-c2ccccc2)CC1,1%,15,-1%,3
COC(=O)CN(c1ccccc1)S(=O)(=O)c1ccccc1,-2%,9,?,-5
O=C(COC(=O)c1cc2c(s1)CCCC2)Nc1ccc(Cl)cn1,nt,21,1%,5
COC(=O)c1[nH]c2cccc(OC)c2c1NC(=O)CCN1CCC(C)CC1,1%,10,1%,12
CC(C)C(=O)Nc1cccc(-c2cnc3ccccc3n2)c1,8%,-96*,-4%,-7
CCc1ccc(NC(=O)N(C2CCC(C)CC2)C2CCN(C(C)=O)CC2)cc1 (stereo not given),12%,13,-3%,9
CCCn1nnnc1SCC(=O)NCc1ccc(OC)cc1,1%,-19,-1%,11
CNC(=S)N/N=C(\C)c1ccc(Cl)s1,nt,59,?,1
CCOc1cccc(C2C(C#N)=C(N)Oc3cc(C)oc(=O)c32)c1OCC (stereo not given),2%,23,-15%,16
C=CCn1c(SCc2csc(C)n2)nc2sc3c(c2c1=O)CCCC3,11%,30,-2%,3
CCOC(=O)N1CCN(C(=O)COc2ccccc2Cl)CC1,nt,4,-9%,-4
O=c1[nH]c2ccsc2c(=O)n1-c1ccc(F)c(Cl)c1,-5%,-14,-4%,4
CN(CC(=O)N1CCc2ccccc21)S(=O)(=O)c1ccc(Br)s1,-1%,-16,-3%,-3
CC1(C)Cc2c(C#N)c(N3CCN(C(=O)c4ccco4)CC3)nc(-c3ccco3)c2CS1,nt,144,-26%,-1
COC(=O)c1cn(NC(=O)C2CCCO2)c(=O)c2ccccc12 (stereo not given),nt,-1,0%,7
O=C(Nc1ccccc1Cl)N1CCn2c(nc3ccccc32)C1,6%,-111*,3%,5
O=C(CCCSc1nc2ccccc2[nH]1)NCc1ccco1,2%,?,1%,10
C=CCNc1nnc(SC2CC(=O)N(c3ccc(OCCC)cc3)C2=O)s1 (stereo not given),-26%,38,4%,7
CSc1ccc(C2C(C#N)=C(N)Oc3c2ccc(=O)c2c(C)oc(C)c32)cc1 (stereo not given),?,3,?,5
Cc1cc(C)cc(NC(=O)C2CCCC2)c1,-2%,-9,-2%,7
CCOC(=O)CCc1c(C)c(C#N)c2nc3ccccc3n2c1-n1cnc2ccccc21,0%,-28,5%,-6
O=C(NCCCN1CCCC1=O)C1CCN(S(=O)(=O)N2CCOCC2)CC1,-2%,-84*,2%,-3
Cc1ccc2c(c1)N(CC(=O)NCc1cccs1)C(=O)CO2,-1%,71,0%,2

# An excerpt from above in order of count of non-hydrogen atoms, largest number first:
SMILES,ALOX15B inhib,PNC assembly inh,ALOX12 inhib,IMPase inh
CCOC(=O)CCc1c(C)c(C#N)c2nc3ccccc3n2c1-n1cnc2ccccc21,0%,-28,5%,-6
O=C(NCCCN1CCCC1=O)C1CCN(S(=O)(=O)N2CCOCC2)CC1,-2%,-84*,2%,-3
COC(=O)c1cn(NC(=O)C2CCCO2)c(=O)c2ccccc12 (stereo not given),nt,-1,0%,7
O=C(CCCSc1nc2ccccc2[nH]1)NCc1ccco1,2%,?,1%,10
Cc1cc(C)cc(NC(=O)C2CCCC2)c1,-2%,-9,-2%,7

# Later entries.
SMILES,ALOX15B inhib,PNC assembly inh,ALOX12 inhib,IMPase inh
COC(=O)c1c(C(=O)OC)c(-c2ccc(C)cc2)n2c1CS(=O)(=O)C2,-2%,?,-7%,-3
CNC(=S)NNC(=O)Cn1ccc(C)n1,-6%,-6,-4%,-6
CCOC(=O)c1ccc(N=Cc2nc3ccccc3n2C)cc1,-3%,10,3%,3
Cn1c(N)c(C(=O)COC(=O)c2ccc(Cl)c(S(=O)(=O)N3CCCCC3)c2)c(=O)n(C)c1=O,nt,67,0%,nt
Cc1ccc(-c2noc(CSc3nnnn3C3CCCCC3)n2)cc1,3%,-17,-14%,5
Nc1cccc(C(=O)Nc2ccccc2Cl)c1,-4%,9,-3%,-7
Cc1nc2sc(C(c3cccc(F)c3)N3CCC(C)CC3)c(O)n2n1 (stereo not given),0%,48,2%,1
Cc1ccc2c(c1)N=C(c1ccc(Cl)cc1)CO2,-2%,0,-8%,-1
CCN(CC)CCNC(=O)Cc1c(C(=O)O)n(C)c2ccccc12,-11%,-28,2%,5
COc1cccc(C2[C@H](C)C3(CCN2C)OCCO3)c1 (stereo not given in full),nt,?,3%,nt
O=C(NCc1ccc2c(c1)OCO2)c1cc([N+](=O)[O-])ccc1N1CCCCC1,nt,5,-1%,15
Cc1ccc2c(c1)-c1c(cnn1CC(=O)N(Cc1ccco1)C1CCCCC1)CO2,-1%,-15,-4%,2
CC(C)(C)c1cc(N/C=C\c2nnnn2-c2ccc(Br)cc2)no1,nt,-29,-3%,7
O=C(COc1ccc(F)cc1)Nc1ccc(-n2cnnn2)cc1,6%,25,-1%,-3

# The list is partial, so the mix of outcomes need not match the whole.
